FH mod: Identification of activators of human fumarate hydratase by quantitative high-throughput screening | AID 1347055, 2019 | 54,000 compounds, 0.22% hits | Potency, µM (doses to about 79.9 µM), for the others: at the top dose activity change, negative = inhibition, actives largely listed as inhibitors | Fumarate hydratase, mitochondrial (Homo sapiens), P07954 | FH coupled MDH/diaphorase resazurin fluorescence, 15 min; further: the screen sought activators but most active calls are inhibition curves; nearly all actives have a fitted effect of over 45% in size
Target sequence (P07954 whole entry, looked up): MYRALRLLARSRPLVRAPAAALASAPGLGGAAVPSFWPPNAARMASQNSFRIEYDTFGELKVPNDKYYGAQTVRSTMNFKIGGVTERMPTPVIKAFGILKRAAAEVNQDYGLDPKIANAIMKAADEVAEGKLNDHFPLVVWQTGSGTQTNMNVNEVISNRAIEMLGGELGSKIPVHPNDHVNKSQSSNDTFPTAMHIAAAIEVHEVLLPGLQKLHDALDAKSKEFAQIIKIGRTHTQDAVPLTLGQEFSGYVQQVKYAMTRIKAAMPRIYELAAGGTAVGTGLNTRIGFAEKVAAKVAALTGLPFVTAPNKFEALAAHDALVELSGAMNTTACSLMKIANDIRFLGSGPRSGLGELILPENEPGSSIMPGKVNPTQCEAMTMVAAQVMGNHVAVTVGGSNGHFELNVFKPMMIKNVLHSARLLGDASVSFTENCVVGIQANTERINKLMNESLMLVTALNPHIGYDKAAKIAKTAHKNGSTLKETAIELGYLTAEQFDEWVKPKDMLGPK
NTMT1 inh: inhibitors of human N-terminal methyltransferase NTMT1; AID 1645870; Potency, µM (series often up to 114 µM), inactives show at the top dose activity change, negative = inhibition, most hits filed as inhibitors; 59,000 compounds, 2.5% hits; NTMT1 MTase-Glo SAH luminescence, purified enzyme;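 further: plate controls were DMSO vehicle for no effect and no enzyme for full effect; nearly all actives have a fitted effect of over 65% in size; many of its hits are not listed in these tables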
Target sequence (Q9BV86 whole entry, looked up): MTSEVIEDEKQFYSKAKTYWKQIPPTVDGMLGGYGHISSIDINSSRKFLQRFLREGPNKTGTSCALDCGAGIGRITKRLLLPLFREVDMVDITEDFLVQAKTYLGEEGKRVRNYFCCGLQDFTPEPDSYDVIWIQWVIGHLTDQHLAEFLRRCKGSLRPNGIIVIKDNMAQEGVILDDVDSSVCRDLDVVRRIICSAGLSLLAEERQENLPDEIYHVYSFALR
The depositor's hits bear a star; u = inconclusive; & = joins results of further samples; ! = not active in a repeat; [ ] = dose if it differs, or a comment. The call rests on the fitted dose curve; in most records, active means well fitted curve in the direction sought with a large enough effect; inconclusive means small, poorly fitted or top-dose-only effect, or another doubt; inactive means no such curve, though single readings can be large; an effect the other way counts as inactive or inconclusive. Unless noted, on the % scale 0 is the no-effect control and ±100 the full control effect; potency means the concentration at half of the fitted maximal effect. The list is partial. The share of hits here may be higher or lower than overall.

SMILES,FH mod,NTMT1 inh
CC1OC(O[C@@H]2[C@H](O)[C@@H](OC3OC(CO)C(O)C(O)C3O)[C@H](OC(=O)[C@]34CCC(C)(C)C[C@H]3C3=CCC5[C@@]6(C)CC[C@H](O[C@@H]7O[C@H](C(=O)O)[C@@H](O)[C@H](O[C@@H]8OC[C@@H](O)[C@H](O)[C@H]8O)[C@H]7O[C@@H]7O[C@H](CO)[C@H](O)[C@H](O)[C@H]7O)[C@@](C)(C=O)C6CC[C@@]5(C)[C@]3(C)C[C@H]4O)O[C@@H]2C)C(O)C(O)C1OC1OCC(O)C(O)C1O (some centres not stated),2.9%[13.5 µM],-0.2%[6.45 µM]
CC(=O)OCC(=O)NCCCOc1cccc(CN2CCCCC2)c1,5.3%[53.3 µM],8.2%[57.5 µM]
CCCC(=O)O[C@]1(C(=O)CO)CC[C@H]2[C@@H]3CCC4=CC(=O)CC[C@]4(C)[C@H]3[C@@H](O)C[C@@]21C,4.6%[53.3 µM],13.4%[57.5 µM]
C/C=C(/C)C(=O)OC1C(OC(C)=O)C23C(O)OC4(CCC5C6(C)CCC(OC7OC(C(=O)O)C(O)C(OC8OC(CO)C(O)C(O)C8OC8OC(C)C(O)C(O)C8OC8OCC(O)C(O)C8O)C7OC7OC(CO)C(O)C(O)C7O)C(C)(C)C6CCC5(C)C4(C)CC2OC(C)=O)C3CC1(C)C (configuration not stated),9.5%[13.5 µM],10.6%[6.45 µM]
CC(C)=C1C[C@@]2(C)C(=CC1=O)CC[C@@H](OC(=O)/C(C)=C/CO)[C@@H]2C,5.4%[53.3 µM],4.6%[29.8 µM]
C[C@H](NC(CCc1ccccc1)C(=O)O)C(=O)N1CCC[C@H]1C(=O)O (some centres not stated),0.3%&5.8%[53.3 µM],u
COc1ccc(C2(CNC(=O)[C@](C)(Cc3c[nH]c4ccccc34)NC(=O)Nc3ccc([N+](=O)[O-])cc3)CCCCC2)nc1,-16.8%,-3.8%[57.5 µM]
Cc1c[nH]c(C=C2C(=O)Nc3ccccc32)c1CCC(=O)O,-17.9%[53.3 µM],-38.1%[57.5 µM]
COc1cc2ncnc(Nc3ccc(F)c(Cl)c3)c2cc1OCCCN1CCOCC1,-1.5%,12.6µM*!
CC(=O)SCC(=O)c1ccc(NS(=O)(=O)c2ccc(OCCCN(C)C)cc2)nc1,1.4%,0.6%[57.5 µM]
Cc1ccc(C(C)OC(=O)C2(C)CCC(C(=O)O)C2(C)C)cc1 (configuration not stated),1.7%[53.3 µM],21.1%[57.5 µM]
CC(NCc1ccc2c(c1)nc(NC(=O)c1ccc(-c3cn[nH]c3)s1)n2CC(C)(C)O)C(C)(C)C (configuration not stated),9.5%[53.3 µM],u
C[C@]12CC[C@@H]3c4ccc(O)cc4CC[C@H]3[C@H]1CC[C@H]2O,-9.6%[53.3 µM],u
CCC(C)(O)C(O)C(=O)OCc1ccc(O[C@@H]2O[C@H](CO)[C@@H](O)[C@H](O)[C@H]2O)c(OC)c1 (some centres not stated),-0.8%[53.3 µM],15.5%[29.8 µM]
COC(=O)[C@H](c1ccccc1Cl)N1CCc2sccc2C1,-0.4%[53.3 µM],4.3%
C[C@]12C=CC(=O)N[C@@H]1CC[C@H]1[C@H]3CC[C@@H](C(=O)Nc4cc(C(F)(F)F)ccc4C(F)(F)F)[C@@]3(C)CC[C@@H]12,12.4%[53.3 µM],-6.1%[57.5 µM]
Cc1cc(NC(=O)Nc2ccc(F)c(F)c2)n(-c2ccccc2)n1,-1.2%,4.5%[57.5 µM]
C[C@@H]1O[C@@H](O[C@H]2[C@H](OC(=O)[C@]34CCC(C)(C)C[C@H]3C3=CCC5[C@@]6(C)C[C@H](O)[C@H](O[C@@H]7O[C@H](CO)[C@@H](O)[C@H](O)[C@H]7O)[C@](CO)(C(=O)O)C6CC[C@@]5(C)[C@]3(C)C[C@H]4O)OC[C@H](O)[C@@H]2O)[C@H](O)[C@H](O)[C@H]1O[C@@H]1OC[C@@H](O)[C@H](O[C@@H]2OC[C@](O)(CO)[C@H]2O)[C@H]1O (some centres not stated),-1.8%[13.5 µM],9.2%[6.45 µM]
CCCCc1oc2ccc(NS(C)(=O)=O)cc2c1C(=O)c1ccc(OCCCN(CCCC)CCCC)cc1,u,1.8%
Nc1nc(Cl)nc2c1ncn2[C@H]1C[C@H](O)[C@@H](CO)O1,3.4%[53.3 µM],14.7%
CN[C@H]1CC[C@@H](c2ccc(Cl)c(Cl)c2)c2ccccc21,u,28.2µM*!
CC1=C(C(=O)Nc2cc(Cl)ccc2Cl)C(c2ccco2)C2=C(CCCC2=O)N1 (configuration not stated),0.1%,2.9%[57.5 µM]
CC12CCC(OC3OC(CO)C(O)C(OC4OC(CO)C(O)C(O)C4O)C3O)CC1=CCC1C2CCC2(C)/C(=C3/COC(=O)C3)CCC12O (configuration not stated),5.3%[20.6 µM],13.2%[12.6 µM]
C[C@]12CC[C@@H]3c4ccc(O)cc4CC[C@H]3[C@@H]1CC[C@@H]2O,-23.0%[53.3 µM],u
C[C@@H](CC[C@@H]1[C@@]2(C)CCCC(C)(C)C2CC[C@@]1(C)O)CC(=O)O (some centres not stated),5.0%[53.3 µM],-2.3%[29.8 µM]
O=C(C[C@@H]1C(C(=O)O)=CO[C@@H](O[C@@H]2O[C@H](CO)[C@@H](O)[C@H](O)[C@H]2O)/C1=C\CO)OCCc1ccc(O)cc1,5.6%[53.3 µM],17.8%[29.8 µM]
NC(=O)NO,-10.6%&-2.1%&0.0%[53.3 µM],-6.2%
Cc1nc(-c2cn3c(n2)-c2ccc(-c4cnn(C(C)(C)C(N)=O)c4)cc2OCC3)n(C(C)C)n1,-16.0%,2.6%
C=CC(=O)Nc1cccc(Sc2nc(Nc3ccc(N4CCN(C)CC4)cc3)ncc2Cl)c1,-0.9%,u
CC1(C)CC[C@]2(C(=O)O)CC[C@]3(C)C(=CCC4[C@@]5(C)C[C@H](O)[C@H](O[C@@H]6O[C@H](CO)[C@@H](O)[C@H](O)[C@H]6O)[C@@](C)(CO)C5[C@H](O)C[C@]43C)[C@@H]2C1 (some centres not stated),6.5%[20.6 µM],7.5%[12.6 µM]

Reprinted at random: 2 compounds from above, in no set order.
SMILES,FH mod,NTMT1 inh
O=C(C[C@@H]1C(C(=O)O)=CO[C@@H](O[C@@H]2O[C@H](CO)[C@@H](O)[C@H](O)[C@H]2O)/C1=C\CO)OCCc1ccc(O)cc1,5.6%[53.3 µM],17.8%[29.8 µM]
Cc1cc(NC(=O)Nc2ccc(F)c(F)c2)n(-c2ccccc2)n1,-1.2%,4.5%[57.5 µM]

Carrying on:
SMILES,FH mod,NTMT1 inh
C[C@@H]1O[C@@H](OC[C@H]2O[C@@H](OCc3ccccc3)[C@H](O)[C@@H](O)[C@@H]2O)[C@H](O)[C@H](O)[C@H]1O,-0.7%[53.3 µM],10.2%[29.8 µM]
C[C@]12CCC(=O)C=C1CC[C@@H]1[C@@H]2C(=O)C[C@@]2(C)[C@H]1CC[C@]2(O)C(=O)CO,-5.5%&-2.9%[53.3 µM],-4.6%[57.5 µM]
CC[C@@]1(c2ccccc2)NC(=O)N(C)C1=O,3.7%[53.3 µM],-16.3%[57.5 µM]
O=NN(CCCl)C(=O)NC1CCCCC1,-0.9%&-10.6%[53.3 µM],8.6%
C/C=C/c1ccc(O[C@@H]2O[C@H](CO)[C@@H](O)[C@H](O)[C@H]2O)c(OC)c1,-9.4%[53.3 µM],u
O=C(CO)[C@@H](O)[C@H](O)[C@@H](O)CO,0.3%[53.3 µM],35.3%[activator][57.5 µM]
CC(=O)NC1C(OC(C)(C)C2CCC3(C)C=C(C4CCC5C4(C)CC(O)C4OC(C(C)(C)O)CCC45C)CCC3O2)OC(CO)C(O)C1O (configuration not stated),2.2%[20.6 µM],-0.8%[12.6 µM]
C[C@@H]1O[C@@H](O[C@H]2[C@H](O[C@H]3[C@H](O)[C@@H](C(=O)O)O[C@@H](O[C@H]4CC[C@@]5(C)C(CC[C@]6(C)C5CC[C@]57OC[C@@]8(CCC(C)(C)CC85)[C@H](O)C[C@]76C)C4(C)C)[C@@H]3O[C@@H]3O[C@H](CO)[C@@H](O[C@@H]4OC[C@@H](O)[C@H](O)[C@H]4O)[C@H](O)[C@H]3O)O[C@H](CO)[C@H](O)[C@@H]2O)[C@H](O)[C@H](O)[C@H]1O (some centres not stated),7.2%[13.5 µM],5.4%[6.45 µM]
COc1cc(Br)c(S(=O)(=O)Nc2ccc(C(F)(F)F)c(O[C@@H]3CCN(C)C3)c2)cc1OC,0.7%,4.4%[57.5 µM]
CCOc1cccc2c1OC(c1ccc(F)cc1)C([N+](=O)[O-])=C2 (configuration not stated),-3.3%,-20.0%

In the list so far, three have an NH in an aromatic ring:
SMILES,FH mod,NTMT1 inh
COc1ccc(C2(CNC(=O)[C@](C)(Cc3c[nH]c4ccccc34)NC(=O)Nc3ccc([N+](=O)[O-])cc3)CCCCC2)nc1,-16.8%,-3.8%[57.5 µM]
Cc1c[nH]c(C=C2C(=O)Nc3ccccc32)c1CCC(=O)O,-17.9%[53.3 µM],-38.1%[57.5 µM]
CC(NCc1ccc2c(c1)nc(NC(=O)c1ccc(-c3cn[nH]c3)s1)n2CC(C)(C)O)C(C)(C)C (configuration not stated),9.5%[53.3 µM],u

(next part)
Values run as follows: FH mod	NTMT1 inh
C/C1=C\C[C@]2(C)C(=O)C(O)=C([C@H](C)CO)[C@H]2C/C=C(\C)[C@@H](O)CC/C(C)=C/CC1
→ -2.0%[53.3 µM]	-10.0%[29.8 µM]
C/C=C(/C)C(=O)OC1C=C2C3C(C)C(C)C(OC(=O)C(C)C(C)O)CC3(C)CCC2(C)C2(C)CC(OC(C)=O)C3C(C)(C)C(O)C(=O)CC3(C)C12 (configuration not stated)
→ -9.7%[20.6 µM]	15.3%[12.6 µM]
COc1ccc(CC(NC(C)=O)C(=O)O)cc1 (configuration not stated)
→ -1.9%	u
CC12CC(O)C(O)C=C1c1cc(O)cc(O)c1C(=O)O2 (configuration not stated)
→ -2.3%	7.9%[57.5 µM]
COC1C2=C(COC2=O)C2(C)CCCC(C)(CO)C2C1OC(=O)c1ccccc1 (configuration not stated)
→ 1.9%[53.3 µM]	8.5%[29.8 µM]
C=CC(C)(CC/C=C(\C)C(=O)OC)OC1OC(COC(=O)CC(C)(O)CC(=O)O)C(OC2OC(CO)C(O)C(O)C2O)C(O)C1O (configuration not stated)
→ -0.3%[20.6 µM]	6.3%[12.6 µM]
Cc1ccc(-c2nn(C(C)(C)C)c3ncnc(N)c23)cc1
→ 0.3%	6.3%
CC(=O)c1c(O)cc(O[C@@H]2O[C@H](CO)[C@@H](O)[C@H](O)[C@H]2O)cc1O
→ -1.4%[53.3 µM]	0.5%[29.8 µM]
CCCC(=O)NCCc1csc(-c2ccc(Cl)cc2)n1
→ 5.1%	-13.0%[57.5 µM]
CC1(C)CC[C@]2(C(=O)O[C@@H]3O[C@H](CO[C@@H]4O[C@H](CO)[C@@H](O)[C@H](O)[C@H]4O)[C@@H](O)[C@H](O[C@@H]4O[C@H](CO)[C@@H](O)[C@H](O)[C@H]4O)[C@H]3O)CC[C@]3(C)C(=CCC4[C@@]5(C)CC[C@H](O[C@@H]6OC[C@@H](O)[C@H](O)[C@H]6O)[C@@](C)(C(=O)O)C5CC[C@]43C)[C@@H]2C1 (some centres not stated)
→ -2.2%[20.6 µM]	5.3%[12.6 µM]
C[C@]12CC[C@@H]3c4ccc(O)cc4C[C@@H](CCCCCCCCCS(=O)CCCC(F)(F)C(F)(F)F)[C@H]3[C@H]1CC[C@H]2O (some centres not stated)
→ -4.9%[53.3 µM]	3.4%[57.5 µM]
Cc1ccc(-c2c(C(=O)CCl)n(CCCO)c3ncnc(N)c23)cc1
→ -5.3%	3.7%[57.5 µM]
CC(C)(C)c1ccc(NC(=O)N2CCN(c3ncccc3Cl)CC2)cc1
→ -9.5%	5.5%[57.5 µM]
CC(=O)OCC(=O)[C@H]1CC[C@H]2[C@@H]3CCC4=CC(=O)CC[C@]4(C)[C@H]3CC[C@]12C
→ -1.7%[53.3 µM]	-2.0%[57.5 µM]
CCc1c(O)cc(O)c(C(=O)c2ccc(OCCN3CCOCC3)c(OC)c2)c1CC(=O)N(CCOC)CCOC
→ 3.7%[53.3 µM]	12.0%
COc1cc(C(C)C)c(Oc2cnc(NC(CO)CO)nc2N)cc1I
→ -3.3%[53.3 µM]	-14.8%
CC1CCC2(NC1)OC1C(=O)C3C4CCC5CC(O[C@@H]6O[C@H](CO)[C@@H](O)[C@H](O)[C@H]6O[C@@H]6O[C@@H](C)[C@H](O)[C@@H](O)[C@H]6O)CCC5(C)C4CCC3(C)C1C2C (some centres not stated)
→ 6.6%[20.6 µM]	-2.3%[12.6 µM]
CC(C)n1c(=O)c(C(=O)NC2CC3CCC(C2)N3C[C@@H](O)CN(C)S(C)(=O)=O)cc2ccccc21 (some centres not stated)
→ -0.8%	-3.3%[57.5 µM]
CC1=C(C)C(=O)C(CCCCC#CCCCC#CCO)=C(C)C1=O
→ 28.2µM*	u
CC/C=C/CC1=C(CCCCC(CCC(=O)O)OC(C)=O)CCC1=O (configuration not stated)
→ -2.2%[53.3 µM]	u

Compound activity: PubChem, National Center for Advancing Translational Sciences (NCATS)
